hIAP inh – human IAP inhibition. purified IAP, CDP-Star luminescence, 30 min. AID 2544. inhibition, % at 10 µM. actives 0.12% (n = 330,000). P09923;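 active means inhibition reaching a set limit with compound at 10 µM in the primary screen, cut at about 35% in these data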;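 further: plate controls were DMSO wells with enzyme for no effect and no-enzyme buffer wells for full effect; values of inactives mirror those of a sister screen read the other way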
Target sequence (P09923 whole entry, looked up): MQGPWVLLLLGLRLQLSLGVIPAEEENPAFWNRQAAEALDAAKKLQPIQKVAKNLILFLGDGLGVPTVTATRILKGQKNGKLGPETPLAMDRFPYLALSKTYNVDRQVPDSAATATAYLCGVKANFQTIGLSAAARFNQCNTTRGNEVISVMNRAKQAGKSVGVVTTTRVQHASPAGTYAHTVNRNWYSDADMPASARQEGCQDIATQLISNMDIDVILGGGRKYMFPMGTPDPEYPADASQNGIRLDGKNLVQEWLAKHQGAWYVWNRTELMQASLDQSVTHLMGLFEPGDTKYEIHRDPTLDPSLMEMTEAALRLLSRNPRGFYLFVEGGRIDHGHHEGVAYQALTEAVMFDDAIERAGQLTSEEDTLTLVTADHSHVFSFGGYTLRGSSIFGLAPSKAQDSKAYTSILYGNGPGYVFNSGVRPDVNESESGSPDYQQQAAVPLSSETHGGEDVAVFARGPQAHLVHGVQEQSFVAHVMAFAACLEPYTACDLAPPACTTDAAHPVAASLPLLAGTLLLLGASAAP
A3A deaminase – human APOBEC3A DNA deaminase inhibition; P31941; recombinant A3A, FAM/TAMRA ssDNA deamination fluorescence; inhibition, % at 20 µM; actives 0.41% (n = 330,000); AID 493011;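 active means at least 40% inhibition at 20 µM here, with at most 30% in a related deaminase screen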;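 further: plate controls were A3A with DMSO for no effect and wells lacking A3A enzyme for full effect; some results filed as inactive read as strong as hits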
Target sequence (P31941 whole entry, looked up): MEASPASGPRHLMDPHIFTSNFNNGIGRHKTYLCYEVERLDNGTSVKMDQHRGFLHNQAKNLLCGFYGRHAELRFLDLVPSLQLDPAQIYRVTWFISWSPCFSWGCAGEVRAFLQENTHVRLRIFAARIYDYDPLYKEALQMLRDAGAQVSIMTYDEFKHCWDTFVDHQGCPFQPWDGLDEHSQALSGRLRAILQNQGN
mIAP activ – mouse IAP activation. activation factor at 10 µM. AID 2805. actives 0.24% (n = 330,000). muIAP, CDP-Star luminescence, 30 min; stronger effect = higher value; 1 = vehicle-only enzyme signal, 0 = enzyme-free wells;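 active means activation factor of at least 2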; further: the source names both 10 and 20 µM as test concentration; values of inactives mirror those of a sister screen read the other way
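System: mouse IAP enzyme. Reagent: CDP-Star chemiluminescent phosphatase substrate. Benchmarks: DMSO wells, no-enzyme wells. Times: 30 min enzyme-substrate-compound incubation at room temperature. Detection: luminescence from enzymatic CDP-Star hydrolysis. Doses: test compounds delivered from DMSO solution.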
tim10-1 inh – inhibits growth of tim10-1 mutant yeast; S. cerevisiae tim10-1 ts strain growth, BacTiter-Glo, 24 h; inhibition, % at 20 µM; actives 2.2% (n = 330,000); AID 463190;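 active means inhibition of at least 40%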;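 further: mutant grown at 25 °C; 0% = DMSO wells with yeast and 100% = wells holding no yeast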
MIN6 prolif – inducers of beta-cell replication in MIN6 cells; MIN6 cells proliferation, ATPlite luminescence, 48 h; cells starved in 0.2% serum; 100% = growth in 10% serum; proliferation, % at 10 µM; actives 0.29% (n = 330,000); AID 2380;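 active means compounds whose signal lies at least 3.5 SD above the mean of all wells on their plate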;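 further: 0% = DMSO-treated cells in low-serum medium and 100% = 10% serum control; some compounds called inactive have numbers as strong as hits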
NALP3 yeast inh – NALP3 inhibition in yeast | Yeast reconstituted NLRP3/ASC/caspase-1, beta-gal luminescence, 24 h | actives 0.39% (n = 330,000) | inhibition, % at 10 µM;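 active means inhibition of 50% or more; inactive means inhibition below 50%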;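 further: plate controls were induced DMSO wells for no effect and uninduced yeast grown without galactose for full effect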
A3G deaminase – blocks human APOBEC3G single-stranded DNA deamination. Q9HC16. inhibition, % at 20 µM. actives 0.28% (n = 330,000). recombinant A3G, ssDNA deamination FAM/TAMRA fluorescence. AID 493012;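 active means inhibition of at least 40% at 20 µM, with no more than 30% in the related APOBEC3A deaminase screen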;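 further: plate controls were DMSO wells with A3G for no effect and wells lacking A3G enzyme for full effect; some compounds called inactive have numbers as strong as hits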
TIM10 inh – TIM10 yeast growth inhibition | S. cerevisiae TIM10 strain growth, BacTiter-Glo luminescence, 24 h | inhibition, % at 10 µM | actives 1.4% (n = 330,000) | AID 463195;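 active means inhibition of 40% or more at the single tested concentration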;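 further: wild-type TIM10 isogenic control strain grown at permissive 25 °C; 0% = DMSO yeast wells and 100% = minimal medium wells without yeast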
mIAP block – blocks mouse intestinal alkaline phosphatase; purified mouse IAP, CDP-Star luminescence, 30 min; inhibition, % at 10 µM; actives 0.2% (n = 330,000);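 active means inhibition of at least 40% at 10 µM in the primary screen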;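 further: plate controls were DMSO with enzyme for no effect and no enzyme wells for full effect; values of inactives mirror those of a sister screen read the other way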
* hit, by the source's call.

structure | mIAP activ | tim10-1 inh | A3A deaminase | hIAP inh | MIN6 prolif | NALP3 yeast inh | mIAP block | A3G deaminase | TIM10 inh
CC(C)CN(C(=O)c1cc2ccccc2o1)c1c(N)n(CC(C)C)c(=O)[nH]c1=O | 0.96 | 14 | -2 | 9 | -1 | 5 | 4 | -2 | 0
CCN(CC)C(=O)CC(c1ccc2c(c1)OCO2)c1c(OC)cc(OC)c2ccc(=O)oc12 (stereo not drawn) | 1 | 2 | 25 | 2 | 6 | 2 | -1 | 0 | 7
CCc1nnc(NC(=O)CCC(=O)NC2CCCCC2)s1 | 1 | -3 | -2 | -6 | -5 | 13 | -2 | -5 | -18
COc1ccc(NC(=O)Nc2nnc(Cc3ccc(F)cc3)s2)cc1 | 0.93 | 27 | 0 | 3 | 2 | 3 | 7 | -1 | 8
CCOC(=O)CC(NCc1ccc(OC)c(OCC)c1)c1ccc(C)cc1 (stereo not drawn) | 1.1 | 19 | -1 | -8 | -2 | 11 | -8 | -14 | 0
O=C(Nc1ccccc1)N1CCCC(CNS(=O)(=O)Cc2ccccc2)C1 (stereo not drawn) | 1.1 | 12 | -2 | -22 | -1 | 19 | -7 | -6 | 11
CN(C)c1cc[n+](CC(=O)Nc2cc(C(F)(F)F)ccc2Cl)cc1 | 1.1 | -8 | 9 | -3 | 0 | -3 | -8 | -4 | -13
Cc1ccsc1CN(C)C(=O)CN1C(=O)NC2(CCCCC2C)C1=O (stereo not drawn) | 1.1 | 25 | 11 | -14 | -3 | 19 | -10 | -4 | 0
Cc1cc(C)c(OCC(=O)NCC2COc3ccccc3O2)c(C)c1 (stereo not drawn) | 1.1 | 19 | 1 | -2 | -2 | 19 | -11 | -5 | 13
CCOc1ccc(CC2NCCc3cc(OCC)c(OCC)cc32)cc1OCC (stereo not drawn) | 0.96 | 24 | -1 | 7 | -2 | 15 | 4 | -4 | 7
COc1cc(/C=C/C(=O)c2ccc(C)c([N+](=O)[O-])c2)cc(OC)c1O | 0.61 | 22 | 4 | 47* | -6 | 5 | 38 | 2 | 28
CCCCCC(=O)Nc1ccc(N2CCN(S(C)(=O)=O)CC2)cc1 | 1.1 | 6 | 0 | -7 | 3 | 0 | -5 | -4 | 7
CCOc1ccc(N2C(=O)C3CC(C)=C(C)CC3C2=O)c([N+](=O)[O-])c1 (stereo not drawn) | 1 | 38 | 4 | 20 | -2 | 21 | -2 | 0 | -1
CCC(C)NC(=O)c1ccc(CNS(=O)(=O)c2ccc3c(c2)C(C)(C)C(=O)N3C)cc1 (stereo not drawn) | 1.1 | 7 | -6 | 2 | -3 | 11 | -6 | -7 | 9
Cc1cc(C)c(Nc2ncccc2C(=O)O)c(C)c1 | 0.91 | 2 | -2 | 4 | 0 | -1 | 10 | -8 | -2
COc1cc(CN2CCC(C(N)=O)CC2)ccc1OCc1ccccc1 | 1.1 | -13 | -5 | -1 | -1 | 23 | -6 | -3 | -9
Cc1nnc(SCC(=O)Nc2ccc(N3CCN(S(C)(=O)=O)CC3)cc2)o1 | 1 | -15 | -5 | 8 | 0 | -8 | 0 | -7 | 7
Cn1c(=O)[nH]c(=O)c2c1nc1n2CCS1 | 1.1 | 11 | 0 | 6 | 3 | -4 | -6 | -4 | 10
COc1cc(C(CC(=O)Nc2cccc(C)n2)N2Cc3ccccc3C2=O)cc(OC)c1OC (stereo not drawn) | 0.86 | 12 | 0 | -22 | -5 | 7 | 14 | -2 | 5
CSc1cccc(N2CC(C(=O)NCCN3C(=O)S/C(=C\c4cccnc4)C3=O)CC2=O)c1 (stereo not drawn) | 0.97 | -1 | 2 | -8 | 1 | 18 | 3 | -7 | 10
CC(CCN1CCN(c2ccccn2)CC1)c1ccccc1 (stereo not drawn) | 1 | 10 | -6 | 5 | -1 | 10 | -1 | -26 | -1
COc1ccc(N(C(C)C(=O)N/N=C/c2cccnc2)S(C)(=O)=O)cc1 (stereo not drawn) | 1 | 11 | 0 | 4 | -1 | 14 | -1 | -3 | 5
O=C(Nc1ccc2c(c1)OCCO2)Nc1ccc2c(c1)OCO2 | 1.1 | 5 | 1 | 9 | -6 | 3 | -12 | -5 | -1
CCn1c(C(=O)NC(C)c2ccc3c(c2)OCCO3)cc2sccc21 (stereo not drawn) | 1 | 44* | 1 | 12 | 1 | 6 | -2 | -3 | 19
COc1ccccc1/C=C/C1=NC(=C\C=C/c2ccccc2)/C(=O)O1 | 0.92 | 38 | 8 | 11 | -2 | 12 | 8 | -2 | 32

Three compounds out of the list, sorted by molar mass, ascending.
structure | mIAP activ | tim10-1 inh | A3A deaminase | hIAP inh | MIN6 prolif | NALP3 yeast inh | mIAP block | A3G deaminase | TIM10 inh
Cc1ccsc1CN(C)C(=O)CN1C(=O)NC2(CCCCC2C)C1=O (stereo not drawn) | 1.1 | 25 | 11 | -14 | -3 | 19 | -10 | -4 | 0
CCC(C)NC(=O)c1ccc(CNS(=O)(=O)c2ccc3c(c2)C(C)(C)C(=O)N3C)cc1 (stereo not drawn) | 1.1 | 7 | -6 | 2 | -3 | 11 | -6 | -7 | 9
COc1cc(C(CC(=O)Nc2cccc(C)n2)N2Cc3ccccc3C2=O)cc(OC)c1OC (stereo not drawn) | 0.86 | 12 | 0 | -22 | -5 | 7 | 14 | -2 | 5

Continuation.
structure | mIAP activ | tim10-1 inh | A3A deaminase | hIAP inh | MIN6 prolif | NALP3 yeast inh | mIAP block | A3G deaminase | TIM10 inh
Cc1cc(C)cc(NC(=O)CSc2nnc(NC(=O)C3CC3)s2)c1 | 0.87 | -25 | -3 | 18 | 0 | 2 | 13 | -6 | -3
COC(=O)/C(N=Nc1cccc(C(F)(F)F)c1)=C(\C)O | 1.1 | 26 | 1 | -2 | 3 | 20 | -13 | 13 | 8
CCC(C)(CCNC(=O)Cc1ccccc1)c1ccccc1OC (stereo not drawn) | 1.1 | 30 | -3 | -11 | -1 | -3 | -6 | -8 | 11
Cc1noc(C)c1CSc1ccc2ccccc2n1 | 1 | 18 | -6 | 8 | -1 | 11 | -1 | -3 | -10
COc1cccc(-c2cc3nc4c(c(NCC(C)(C)CN(C)C)n3n2)CCCC4)c1 | 1 | 21 | 3 | 7 | -6 | 35 | -3 | 6 | 18
CC1CCCN(c2ccc(N)cc2C(N)=O)C1 (stereo not drawn) | 0.97 | 13 | -2 | 7 | -3 | 11 | 3 | -4 | -2
NC(=O)[C@@H]1CCCN1Cc1nc(-c2ccccc2)no1 | 1 | -3 | 3 | 1 | -3 | 5 | -2 | -8 | -6
Cc1cc(C(=O)NP(=O)(N2CC(C)OC(C)C2)N2CC(C)OC(C)C2)c(C)n1C1CC1 (stereo not drawn) | 0.99 | 14 | 2 | 16 | 3 | 1 | 1 | -2 | 5
COc1ccc2c(c1)c(C(=O)CNc1nc(C)cs1)c(C)n2C | 1.1 | 14 | 18 | 1 | -1 | 16 | -12 | 5 | -10
CCOc1ccccc1NC(=O)c1cc(C(=O)c2cc(OC)ccc2O)coc1=N | 0.89 | 22 | -6 | 21 | 1 | 2 | 11 | -14 | 16
COc1ccc(-n2cnnc2SCC(=O)N2CCN(c3ccccc3)CC2)cc1 | 1 | 13 | -1 | -2 | 5 | 4 | -2 | -15 | -4
O=C(NCCNc1ccccc1[N+](=O)[O-])c1cc(F)c(F)cc1Cl | 0.95 | 4 | -2 | 0 | -3 | 23 | 4 | -1 | 4
CCCOC(=O)NC1C(NC(=O)OCCC)N(C)C(=O)N1C (stereo not drawn) | 1 | -11 | 3 | 11 | -3 | 16 | -1 | -1 | -10
Cc1ccc(C(=O)NN2C(=O)C3C4C=CC(C5CC45)C3C2=O)cc1 (stereo not drawn) | 0.96 | 15 | 2 | -6 | -2 | 6 | 4 | -3 | -1
NS(=O)(=O)c1ccc(CNC(=O)c2cccnc2Cl)cc1 | 0.98 | 15 | 2 | -2 | 1 | 26 | 2 | -5 | -22
O=C(Nc1ccc(C(F)(F)F)cc1)c1ccc(NC(=O)C2CCCO2)cc1 (stereo not drawn) | 1.1 | 8 | 3 | 7 | -2 | 17 | -11 | 6 | -13
CCC(C(=O)N1CCN(S(C)(=O)=O)CC1)c1ccccc1 (stereo not drawn) | 0.98 | 7 | -8 | 8 | -2 | -8 | 2 | -7 | -9
CC(C)c1ccc(CN(C(=O)c2cc3ccccc3oc2=O)C2CCS(=O)(=O)C2)cc1 (stereo not drawn) | 1 | 22 | -1 | 14 | 3 | -2 | -3 | -7 | 21
CC1CN(Cc2nc3ccccc3c(=O)[nH]2)CC(C)O1 (stereo not drawn) | 0.87 | 6 | 5 | -11 | -2 | 7 | 13 | 0 | 14
CCOC(=O)Nc1ccc2c(c1)N(C(=O)CCN(CC)CC)c1ccccc1S2=O (stereo not drawn) | 1.1 | 30 | -2 | 6 | -6 | 7 | -7 | -1 | -2
COC(=O)c1cc(-n2cccc2)ccc1N1CCOCC1 | 1.1 | -1 | -4 | -13 | -1 | 29 | -14 | 1 | -10
CN(C)c1nc(N)c2ncc(=S)[nH]c2n1 | 0.98 | 10 | 0 | 14 | -2 | 2 | 2 | 4 | 1
COCCN(Cc1cc2cc3c(cc2nc1Cl)OCO3)C(=O)c1ccc(C)cc1 | 0.95 | 18 | -2 | -8 | -5 | 9 | 5 | -4 | 7
N#CCc1nn(Cc2ccc(F)cc2)c(=O)c2ccccc12 | 0.95 | 7 | 0 | -2 | -1 | 10 | 5 | -3 | -6
CC(=O)c1c(C)[nH]c(C)c1C(C)=O | 1.1 | 10 | -1 | -20 | -2 | 3 | -13 | -3 | 16
CN1CCC(=O)N([C@H](CSc2ccc(Br)cc2)Cc2ccccc2)CC1 | 1 | 15 | -2 | -1 | -8 | 24 | -4 | -5 | 25
O=C(Nc1cccc(F)c1)NC1(C(=O)N2CCC(O)CC2)CCCCC1 | 1.2 | -4 | -3 | 14 | 1 | -1 | -24 | -4 | 8
C=CCSc1nnc(NC(=O)c2cccc(S(=O)(=O)N3CCOCC3)c2)s1 | 1 | 12 | 3 | 7 | 2 | -11 | -5 | 0 | 8
COC(CNC(=O)Cc1c(C)nc2c(-c3ccccc3)c(C)nn2c1C)OC | 1 | -1 | -1 | -5 | -1 | 8 | -2 | -11 | 5
CC(NC(=O)C(Cc1ccccc1)n1cccc1)c1ccccc1 (stereo not drawn) | 1.1 | 23 | -5 | -3 | 2 | 1 | -6 | -9 | 27
COc1ccc(S(=O)(=O)N2CCN(C(=O)CCNC(=O)c3ccccc3Cl)CC2)cc1 | 1 | 17 | -4 | 19 | 3 | 19 | -1 | -6 | 6
COc1ccc(N=C2SC(C(N)=O)CC(=O)N2Cc2ccc3c(c2)OCO3)cc1 (stereo not drawn) | 0.79 | 6 | 7 | -5 | -1 | 15 | 21 | 12 | -9
COc1cccc(-n2cc3c(c2-c2ccccc2)c(=O)n(C)c(=O)n3C)c1 | 1.2 | 8 | 2 | -18 | -1 | 6 | -18 | 0 | 0
O=C(O)Cn1c(SCc2cccc3ccccc23)nc2ccccc21 | 1 | 8 | -8 | -16 | -4 | 15 | -1 | -8 | 4
N#CC1(NC(=O)COC(=O)C2=COCCO2)CCCCC1 | 0.95 | 0 | 5 | -8 | -2 | 17 | 5 | 1 | 7
C=CCNCCCOc1ccc(Cl)cc1Br | 0.95 | 11 | -2 | 8 | -2 | 9 | 5 | -7 | 7
N#C/C(=C/c1ccc(O)c([N+](=O)[O-])c1)C(=O)Nc1ccccc1 | 0.98 | 40* | 1 | 5 | -1 | 0 | 2 | -4 | 24

Screens as filed in PubChem.
